Compound activity deposited in PubChem BioAssay by National Center for Advancing Translational Sciences (NCATS).
G9a inh: blocks human histone lysine methyltransferase G9a; Potency, µM (titrated, usually from 102 µM), for the others: at the highest dose activity, negative = inhibition, hits mostly inhibitors; G9a H3K9 monomethylation, AlphaScreen, 2 h; actives 8.8% (n = 350,000); Q96KQ7; AID 504332; further: potency means the concentration at half of the fitted maximal effect; on the % scale 0 is the no-effect control and ±100 the full control effect; nearly all actives have a fitted effect of over 75% in size
Target sequence (Q96KQ7 913-1193 limits assumed): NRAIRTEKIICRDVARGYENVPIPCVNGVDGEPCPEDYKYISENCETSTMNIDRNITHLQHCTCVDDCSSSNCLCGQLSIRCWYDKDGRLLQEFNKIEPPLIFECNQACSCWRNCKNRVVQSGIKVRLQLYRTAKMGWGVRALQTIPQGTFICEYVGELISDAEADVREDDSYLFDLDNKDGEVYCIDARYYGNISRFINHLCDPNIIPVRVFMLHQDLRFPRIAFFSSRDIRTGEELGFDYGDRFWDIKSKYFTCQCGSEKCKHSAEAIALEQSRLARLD
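Compounds were preincubated with 20 nM G9a for 15 min, after which biotinylated H3K9 peptide (500 nM) and SAM (20 uM) started a 2 h room-temperature reaction. Monomethylated product was quantified by antibody-based AlphaScreen chemiluminescence.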
ERG-DNA inh: ERG Ets/DNA interaction inhibition; actives 0.028% (n = 370,000); fluorescence polarization, His-ERG Ets domain / labelled DNA; P11308; Potency, µM (titrated, usually from 76.9 µM), for inactives: at the highest dose FP activity, negative = inhibition, usual class: inhibitors; AID 624246; active means well fitted inhibition curve with a large enough effect in the polarisation, with a control signal flat; inconclusive means small, poorly fitted or top-dose-only effect, or effect the other way, or a change in a side signal; inactive means no such curve, though single readings can be large or run the other way; the % refers to the polarisation;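 further: polarization taken with two DNA probes labelled with fluorescein and Texas red; potency means the concentration at half of the fitted maximal effect; % of control where 0% means no effect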
Target sequence (P11308 whole entry, looked up, the tested form may be a part): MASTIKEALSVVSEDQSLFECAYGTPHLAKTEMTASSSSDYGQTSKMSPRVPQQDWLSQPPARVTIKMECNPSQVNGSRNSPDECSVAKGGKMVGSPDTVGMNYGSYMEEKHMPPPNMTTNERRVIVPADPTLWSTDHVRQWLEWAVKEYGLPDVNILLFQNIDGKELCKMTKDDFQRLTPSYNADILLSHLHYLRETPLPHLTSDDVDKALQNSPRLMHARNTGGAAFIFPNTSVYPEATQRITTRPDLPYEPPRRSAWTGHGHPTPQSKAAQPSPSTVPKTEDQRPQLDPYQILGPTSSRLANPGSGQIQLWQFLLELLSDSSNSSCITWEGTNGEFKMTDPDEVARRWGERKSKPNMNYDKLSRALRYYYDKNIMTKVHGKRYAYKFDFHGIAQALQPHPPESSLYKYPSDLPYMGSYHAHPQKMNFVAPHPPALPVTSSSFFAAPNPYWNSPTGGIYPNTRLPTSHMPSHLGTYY
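His-tagged ERG Ets domain (1 uM in the protein solution; 300mM KCl, 50mM Tris-HCl, 1mM EDTA, 1mM DTT, pH 7.5) received compound, then a probe mix of 5 nM fluorescein-DNA and 100nM Texas-615-DNA. Fluorescence polarization was read for both dyes.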
GLS inhibitor: inhibitors of human glutaminase (GLS) | Potency, µM (titrated, usually from 45.5 µM), without a hit: at the top dose activity change, negative = inhibition, hits mostly inhibitors | O94925 | actives 0.21% (n = 410,000) | GLS enzymatic activity, qHTS titration; further: potency means the concentration at half of the fitted maximal effect; on the % scale 0 is the no-effect control and ±100 the full control effect
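Compounds were pin-transferred onto hKGA, after which L-glutamine (1 mM solution) and a detection mix of glutamate oxidase, HRP and Amplex Red were added. Initial and 30 min RT fluorescence reads were collected.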
BAZ2B inh: inhibitors of human BAZ2B bromodomain; AlphaScreen BAZ2B-H3K14Ac peptide displacement; AID 504333; Potency, µM (highest dose often 114 µM), for the others: at the top dose activity change, negative = inhibition, usual class: inhibitors; actives 4.4% (n = 360,000); further: potency means the concentration at half of the fitted maximal effect; on the % scale 0 is the no-effect control and ±100 the full control effect; nearly all actives have a fitted effect of over 60% in size
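AlphaScreen displacement: compounds (up to 110uM) incubated 30 min at room temperature with a preformed 50 nM BAZ2B/50 nM biotinylated H3K14Ac peptide complex in PBS pH 7.4 with Tween-20. Donor and acceptor beads at 10 ug/mL final added, 20 min light-protected before reading.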
PI4K2A inh: blocks human PI4K2A kinase activity; Q9BTU6; purified PI4K2A, ADP-Glo luminescence, 1 h; stronger effect = lower value; activity change, negative = inhibition, % at 76.9 µM; actives 0.13% (n = 420,000); AID 1346378; in the data active means activity change below about -50%; inconclusive means mostly about -30% to -49%;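 further: -100% = wells without enzyme as full effect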
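PI4K2A activity was measured by ADP-Glo luminescence: enzyme (4 ug/mL stock) and phosphatidylinositol (1.2 mM stock) in Tris pH 7.5/MgCl2/EGTA/Triton X-100 buffer were reacted with ATP (300 microM stock) for one hour at ambient temperature.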
12-LOX inh: blocks human arachidonate 12S-lipoxygenase; purified 12hLO, xylenol orange hydroperoxide absorbance; Potency, µM (series often up to 108 µM), for the others: at the top dose activity change, negative = inhibition, usual class: inhibitors; P18054; AID 1671190; actives 1.1% (n = 580,000); further: potency means the concentration at half of the fitted maximal effect; on the % scale 0 is the no-effect control and ±100 the full control effect
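Purified human 12hLO (150 nM final) in 25 mM Hepes, 0.01% Triton X-100, pH 7.0 was preincubated 15 min at room temperature with compound. Then 40 uM arachidonic acid was added, 30 min. Hydroperoxide was read by Fe-XO absorbance ratio 573/405 nm.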
HP1b binding inh: HP1-beta chromodomain-methylated histone interaction inhibition. actives 0.56% (n = 390,000). Potency, µM (doses to about 114 µM), for inactives: top-dose activity change, negative = inhibition, usual class: inhibitors. P83916. AlphaScreen HP1-beta / biotin-H3K9me3 peptide binding; further: potency means the concentration at half of the fitted maximal effect; nearly all actives have a fitted effect of over 70% in size; inactives centre near 23
Target sequence (P83916 whole entry, looked up): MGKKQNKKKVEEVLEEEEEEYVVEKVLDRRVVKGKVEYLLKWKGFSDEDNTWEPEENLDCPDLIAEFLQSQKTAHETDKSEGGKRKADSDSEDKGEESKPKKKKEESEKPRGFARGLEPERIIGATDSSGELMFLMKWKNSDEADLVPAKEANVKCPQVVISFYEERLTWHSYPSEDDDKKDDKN
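AlphaScreen: HP1-beta (50 nM) preformed 30 min with biotin-H3(1-18)K9me3 peptide (50 nM) in PBS pH 7.4, 0.01% Tween-20. Compound added for 30 min at RT, then streptavidin donor/nickel chelate acceptor beads (10 ug/mL) for 30 min.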
JMJD2A Tudor inh: inhibitors of human JMJD2A Tudor domain; AlphaScreen JMJD2A-Tudor / H3K4me3 peptide binding; AID 504339; O75164; Potency, µM (titrated, usually from 114 µM), for inactives: top-dose activity change, negative = inhibition, actives largely listed as inhibitors; actives 4.4% (n = 390,000); further: potency means the concentration at half of the fitted maximal effect; on the % scale 0 is the no-effect control and ±100 the full control effect; nearly all actives have a fitted effect of over 50% in size
RGS4 inhibitor: blocks human RGS4-accelerated GTP hydrolysis; P49798; Transcreener GDP fluorescence polarization, RGS4-accelerated GTP hydrolysis; Potency, µM (top dose mostly 114 µM), without a hit: at the highest dose activity change, negative = inhibition, actives largely listed as inhibitors; actives 0.039% (n = 390,000); further: potency means the concentration at half of the fitted maximal effect; on the % scale 0 is the no-effect control and ±100 the full control effect; nearly all actives have a fitted effect of over 75% in size; some results filed as inactive show a strong effect at the top dose
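MLSMR compounds (23 nl, pin-transferred) preincubated 10 min at room temperature with a 500nM (2x) first reagent, then RGS4 at 900nM (2x) plus Transcreener GDP mix added; fluorescence polarization (620/688 nm) read before and after 90 min at 30 °C.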
An asterisk follows results filed as active; ? = inconclusive; nt = no result given; & = joins results of further samples; [ ] = dose if it differs, or a comment. Unless noted, the call rests on the fitted dose curve; in most records, active means well fitted curve in the direction sought with a large enough effect; inconclusive means small, poorly fitted or top-dose-only effect, or another doubt; inactive means no such curve, though single readings can be large; an effect the other way counts as inactive or inconclusive. These rows are one share of the data; rates above refer to the full screens.

No.	mol	JMJD2A Tudor inh	GLS inhibitor	HP1b binding inh	RGS4 inhibitor	G9a inh	ERG-DNA inh	12-LOX inh	BAZ2B inh	PI4K2A inh
1	COc1ccc(C2=NC(C)(C)N(CC(=O)Nc3ccc(F)c(F)c3)C2=O)cc1	-10%	-4%	33%	9%	-1%[59 µM]	0%	-15%	0%	-2
2	CN1C(=O)CC(C(=O)O)SC1=Nc1ccc(F)cc1 (stereo not drawn)	-13%	-3%	33%	13%	-8%[59 µM]	nt	-1%[57.4 µM]	-4%	1
3	CCOC(=O)/C=C/[C@H]1CCc2cccc(Cl)c2O1	29%	6%	83%[activator]	-43%	31%[2.33 µM]	0%	-1%	156%[activator]	0
4	CC1CCCC(C)N1C(=O)COC(=O)c1cccs1 (stereo not drawn)	-11%	-4%	30%	12%	nt	18%	-2%	nt	-1
5	Cc1ccc2nc(NC(=O)CSc3cc(C)[nH]c(=O)n3)sc2c1	-18%	-11%	64%[activator]	-42%	?	-4%	?	-24%	-5
6	COc1ccc(C(=O)Nc2ccc3cn[nH]c3c2)c(OC)c1	-2%	1%	17%	-3%	4%	-10%	1%	-7%	-4
7	CC(CC(=O)OCC(=O)Nc1ccc2[nH]c(=O)[nH]c2c1)c1ccccc1 (stereo not drawn)	-16%	8%	28%	-21%	-13%[12.7 µM]	nt	?	-2%	1
8	COc1cc2c(cc1OC)/C(=C/C(=O)c1ccc(C)cc1)NCC2	?	-1%	-12%	3%	50µM*	-8%	86%[activator]	?	-9
9	Cn1cc(Br)c(-c2cccc(N3C(=O)CC(C)(C)CC3=O)c2)n1	-2%	-10%	26%	9%	26%	9%	-36%	26%	-1
10	Cc1ccc2c(c1)cc1c(=O)n(Cc3ccc(Cl)cc3)nc(C)n12	-10%	-2%	21%	10%	4%[59 µM]	-3%	-22%	-2%	3
11	CCOc1cc(C2C(C#N)=C(N)Oc3cc(N)ccc32)ccc1O (stereo not drawn)	-18%	?	7%	?	nt	15%	0%	-6%	1
12	Cc1cccc(C(=O)NCCC(=O)NCc2ccccc2F)c1	5%	-1%	24%	8%	-8%[2.33 µM]	1%	18%	11%	5
13	CCN(C(=O)COC(=O)c1cc(S(=O)(=O)Nc2c(C)n(C)n(-c3ccccc3)c2=O)ccc1Cl)C1CCCCC1	-16%	2%	40%[activator]	22%	1%	3%	-6%	-22%	-1
14	COc1ccc(OC)c(CNS(=O)(=O)c2c(C)nc3scc(C)n3c2=O)c1	-7%	0%	23%	5%	nt	-9%	-3%	-4%	2
15	CC(C)C(c1nnnn1Cc1cccs1)N1CCN(c2ccccc2)CC1 (stereo not drawn)	-4%	28%	15%	29%	-3%[59 µM]	4%	0%	-4%	0
16	Cn1c(SCC(=O)NCc2ccccc2)nnc1-c1ccc(NC(=O)CCc2ccccc2)cc1	-13%	-1%	20%	-53%	?	-5%	?	?	-5
17	CCn1c(=O)cc(OCC(=O)Nc2cccnc2)c2ccccc21	-27%	4%	5%	-2%	-30%	-2%	3%	-11%	3
18	O=C(NCCCN1CCc2ccccc2C1)Nc1ccc(Br)cc1	?	55%[activator]	?	-22%[56.9 µM]	5%[59 µM]	3%	?	-6%	3
19	O=C(C1CCCN(S(=O)(=O)c2ccc(Br)s2)C1)N1CCN(c2ccccc2)CC1 (stereo not drawn)	-31%&-26%	11%&15%	-18%&33%	15%&4%	-38%[59 µM]	-1%&2%	21%&-13%	-33%&-14%	-15&-13
20	CC1=N/C(=C/c2ccco2)C(=O)O1	?	2%	-1%	-4%	28µM*	4%	-19%	nt	1
21	O=C(COC(=O)c1ccc2c(=O)n3c(nc2c1)CCC3)NC1CCS(=O)(=O)C1 (stereo not drawn)	-10%	3%	15%	13%	2%	-5%	-11%	-7%	1
22	N/C(=N\OC(=O)Nc1ccccc1)c1ccno1	6%	11%	27%	-19%	2%	-9%	0%	0%	0
23	C=C1C(=O)OC2C1CCC(C)C1C=CC(=O)C12C (stereo not drawn)	-4%	-6%	43%[activator]	-33%	nt	nt	-27%	nt	-1
24	COc1ccc(OC)c(S(=O)(=O)Nc2cc3c(cc2C)n(C)c(=O)c(=O)n3C)c1	-3%	1%	19%	7%	-5%[59 µM]	3%	1%	-4%	-1
25	COc1cc(OC)c(C(=O)Nc2cccnc2)cc1OC	-3%	-2%	30%	-29%	nt	5%	19%	4%	-4
26	CN1CCN(C(=O)Cn2c(C(F)(F)F)nc3ccccc32)CC1	-10%	1%	19%	1%	6%[59 µM]	0%	-12%	-4%	2
27	Clc1ccccc1OCc1nc(-c2ccc(Br)o2)no1	193%[activator]	8%	11%	-34%	?	-5%	-24%	?	-1
28	COc1ccc(NC(=O)Cn2nnc(C(=O)Nc3ccccc3C)c2N)cc1	-8%	-4%	0%	27%	9%	-5%	-19%	-1%	4
29	O=C(c1ccccc1)N(CCN1CCOCC1)C1(C(=O)Nc2ccccc2)CCCCC1	-2%	12%	36%	32%	-2%	1%	4%	1%	12
30	COC(=O)c1ccc(C23CC4(C2)[C@H](CN(Cc2ccc(C(F)(F)F)cc2)[C@@H]4c2ccccc2)C3c2ccc(Cl)nc2)cc1 (stereo partly drawn)	-23%	-2%	35%	-1%	8%[12.7 µM]	-6%	-11%	-1%	-1
31	O=S(=O)(Nc1cccc(-c2ccc(N3CCCCCC3)nn2)c1)c1ccccc1Cl	?	1%	54%[activator]	7%[56.9 µM]	?	-6%	11%	-11%	8
32	O=C(COc1cccnc1[N+](=O)[O-])Nc1cccc(S(=O)(=O)N2CCCCC2)c1	-13%[57.1 µM]	0%	15%	-28%	1%[59 µM]	-2%	-18%	-33%	-4
33	COc1ccc(N2CCN(C(=S)NCCc3ccccc3)CC2)cc1	-15%[11.4 µM]	-5%	-23%	-18%[11.4 µM]	nt	6%	0%[57.4 µM]	nt	9
34	NS(=O)(=O)c1cccc(NC(=O)c2cccc(N3C(=O)c4ccccc4C3=O)c2)c1	8%	3%	29%	-9%	nt	-7%	3%	nt	3
35	CCN1CCN(C(=O)/C=C\C(=O)O)CC1	-20%	12%	17%	-31%	-83%	6%	?	10%	-10
36	C=C1C2(C(=O)NCc3ccco3)CCC(C2)C1(C)C (stereo not drawn)	-5%	-9%	39%[activator]	-21%	-42%	3%	?	8%	0

Profiles from above. Values in the order: JMJD2A Tudor inh | GLS inhibitor | HP1b binding inh | RGS4 inhibitor | G9a inh | ERG-DNA inh | 12-LOX inh | BAZ2B inh | PI4K2A inh
Record of `O=C(c1ccccc1)N(CCN1CCOCC1)C1(C(=O)Nc2ccccc2)CCCCC1` → -2% | 12% | 36% | 32% | -2% | 1% | 4% | 1% | 12
Record of `COc1ccc(N2CCN(C(=S)NCCc3ccccc3)CC2)cc1` → -15%[11.4 µM] | -5% | -23% | -18%[11.4 µM] | nt | 6% | 0%[57.4 µM] | nt | 9
Record of `COC(=O)c1ccc(C23CC4(C2)[C@H](CN(Cc2ccc(C(F)(F)F)cc2)[C@@H]4c2ccccc2)C3c2ccc(Cl)nc2)cc1` (stereo partly drawn) → -23% | -2% | 35% | -1% | 8%[12.7 µM] | -6% | -11% | -1% | -1

Going on with the list.
No.	mol	JMJD2A Tudor inh	GLS inhibitor	HP1b binding inh	RGS4 inhibitor	G9a inh	ERG-DNA inh	12-LOX inh	BAZ2B inh	PI4K2A inh
37	Cc1cccc(-n2c(C)cc(C=C3C(=O)c4ccccc4C3=O)c2C)c1	-10%	-14%	12%	7%	?	nt	?	-39%	-2
38	O=C(COC(=O)c1ccc(CNS(=O)(=O)c2ccc(F)c(Cl)c2)cc1)NC1CCCCCCC1	10%	-8%	24%	-30%	21%[59 µM]	-6%	-26%	-2%	3
39	CCN(C(=O)COC(=O)CCCOc1ccc(Cl)cc1C)c1c(N)n(Cc2ccccc2)c(=O)[nH]c1=O	-22%	-5%	23%	7%	nt	15%	36%[activator]	nt	-4
40	Cc1ccc(-c2nc3ccccn3c2Nc2ccccc2)o1	-8%	?	12%	?	50µM*	4%	-22%	-31%	3
41	Cc1ccc(NC(=O)COc2cccnc2[N+](=O)[O-])cc1S(=O)(=O)N1CCCCC1	?	2%	-10%	3%	?	0%	-20%	-31%	2
42	CCOc1ccccc1NC(=O)C(OC(=O)c1ccc(NC(=O)CC#N)cc1)c1ccccc1 (stereo not drawn)	-19%	-3%	2%	21%	-33%	2%	-5%	-3%	-2

Nothing new here: entries from further up.
No.	mol	JMJD2A Tudor inh	GLS inhibitor	HP1b binding inh	RGS4 inhibitor	G9a inh	ERG-DNA inh	12-LOX inh	BAZ2B inh	PI4K2A inh
36	C=C1C2(C(=O)NCc3ccco3)CCC(C2)C1(C)C (stereo not drawn)	-5%	-9%	39%[activator]	-21%	-42%	3%	?	8%	0
37	Cc1cccc(-n2c(C)cc(C=C3C(=O)c4ccccc4C3=O)c2C)c1	-10%	-14%	12%	7%	?	nt	?	-39%	-2
38	O=C(COC(=O)c1ccc(CNS(=O)(=O)c2ccc(F)c(Cl)c2)cc1)NC1CCCCCCC1	10%	-8%	24%	-30%	21%[59 µM]	-6%	-26%	-2%	3
39	CCN(C(=O)COC(=O)CCCOc1ccc(Cl)cc1C)c1c(N)n(Cc2ccccc2)c(=O)[nH]c1=O	-22%	-5%	23%	7%	nt	15%	36%[activator]	nt	-4
